M. tuberculosis: growth inhibition of non-replicating M. tuberculosis (AID 488890); Mycobacterium tuberculosis non-replicating, growth inhibition; higher % means a stronger effect; inhibition, % at 25 µM, or IC50 in µM where a hit was titrated; 0.39% of 320,000 active; in the data active = a potency from the dose series; inconclusive = inhibition mostly from about 82% at the one dose, without a potency; inactive = the rest, 99 in 100 with inhibition below about 76%;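 note: plate controls were DMSO cells for no effect and high antibiotic wells for full effect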
VEEV TC-83 Vero: inhibitors of VEEV TC-83 cytopathic effect, confirmation, Vero cells (AID 588727). Vero cells, VEEV TC-83 cytopathic effect inhibition; higher % means a stronger effect. one-dose inhibition, % at 20 µM; IC50 in µM for titrated hits. 0.13% of 350,000 active; in the data active = a potency from the dose series; inconclusive = inhibition mostly from about 14% at the one dose, without a potency; inactive = the rest, 99 in 100 with inhibition below about 12%; note: strong numbers were not always called active
influenza NS1A: H1N1 influenza NS1A inhibitors, functional cell based assay (AID 504329) | 0.3% of 340,000 active | NS1A functional cell-based assay, percent inhibition; higher % means a stronger effect | one-dose inhibition, % at 12.5 µM; IC50 in µM for titrated hits; in the data active = a potency from the dose series; inconclusive = inhibition above about 27% without an active follow-up result; note: strong numbers were not always called active
Salmonella PhoP GFP: PhoP regulon inhibitors, Salmonella typhi PhoP promoter GFP reporter, confirmatory (AID 1850). 0.33% of 310,000 active. Salmonella Typhi PhoP-promoter GFP reporter, fluorescence, 4 h; higher % means a stronger effect. inhibition, % at 50 µM, or IC50 in µM where a hit was titrated; in the data active = a potency from the dose series; inconclusive = inhibition mostly from about 25% at the one dose, without a potency; inactive = the rest, 99 in 100 with inhibition below about 19%;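 note: 0% = induced wells with vehicle and 100% = uninduced wells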
M. tuberculosis HTS: M. tuberculosis growth inhibition, HTS (AID 449762). inhibition, % at 25 µM; hits with a dose series show IC50 in µM. M. tuberculosis H37Rv growth inhibition, 7H9 media; higher % means a stronger effect. 0.59% of 330,000 active; in the data active = a potency from the dose series; inconclusive = inhibition above about 70% without an active follow-up result;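 note: bacterial growth assessed after seven days of incubation; strong numbers were not always called active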
VEEV TC-83 Vero 10K pilot screen: further read-out of VEEV TC-83 Vero, marked with its call; inhibition, %; measured here: 10K pilot screen inhibition
The depositor's hits bear a star; i = inactive; ? = inconclusive; . = not tested or not shown.

SMILES | M. tuberculosis | VEEV TC-83 Vero | influenza NS1A | Salmonella PhoP GFP | M. tuberculosis HTS | others
O=C(COC(=O)c1cn(-c2ccccc2)nc1-c1ccccc1)c1ccc([N+](=O)[O-])cc1 | 19% | . | . | -10% | 5%
CC(C)(CSc1nncn1/N=C/c1ccco1)NS(=O)(=O)c1ccc(Cl)cc1 | -4% | 7.7% | -14% | -12% | -4%
O=C(COc1ccccc1)NC(=S)Nc1ccc(Br)cn1 | 54% | i | . | 8% | 3%
COc1ccc(NC(=O)Cc2coc3cc(C)ccc23)cc1S(=O)(=O)N1CCOCC1 | -3% | 0.6% | -1% | -12% | -3%
COCCSc1ccccc1C(=O)Nc1ccc(Cl)cn1 | 53% | 0.1% | 1% | -1% | 0%
COc1ncccc1C(=O)NC1CCCc2c1cnn2-c1ccc(C)c(C)c1 (stereo unspecified) | 22% | 0.5% | -3% | 8% | 6%
Cc1cccc(-c2noc(Cc3ccc(Cl)cc3)n2)c1 | 66% | 2.4% | -8% | 7% | 10%
c1cc(CNC23CC4CC(CC(C4)C2)C3)ccn1 | -14% | 0.5% | -10% | -2% | -10%
CCOC(=O)c1c(NC(=O)CSc2nnc(CN3CCOCC3)n2C)sc2c1CCCC2 | 9% | 1.4% | 6% | -3% | -1%
CSc1nc(NCc2ccco2)c2sc3nc(C(C)C)c4c(c3c2n1)CC(C)(C)OC4 | 10% | 2.6% | -2% | 4% | -6%
NC(=O)c1ccsc1NC(=O)CCc1ccccc1 | 18% | 2.3% | -20% | 1% | 2%
O=C(CN1C(=O)NC2(CCOc3ccccc32)C1=O)Nc1cccc([N+](=O)[O-])c1 (stereo unspecified) | 2% | 0.1% | -6% | . | -1%

Among those listed so far, 3 contain a Cl atom.
SMILES | M. tuberculosis | VEEV TC-83 Vero | influenza NS1A | Salmonella PhoP GFP | M. tuberculosis HTS | others
CC(C)(CSc1nncn1/N=C/c1ccco1)NS(=O)(=O)c1ccc(Cl)cc1 | -4% | 7.7% | -14% | -12% | -4%
COCCSc1ccccc1C(=O)Nc1ccc(Cl)cn1 | 53% | 0.1% | 1% | -1% | 0%
Cc1cccc(-c2noc(Cc3ccc(Cl)cc3)n2)c1 | 66% | 2.4% | -8% | 7% | 10%

Continued.
SMILES | M. tuberculosis | VEEV TC-83 Vero | influenza NS1A | Salmonella PhoP GFP | M. tuberculosis HTS | others
O=C(Nc1ccc(NC(=O)C2CC2)cc1)c1cccs1 | -3% | 7.4% | -2% | -4% | -9%
CCSc1nc(C)c(CCOc2cccc(C)c2)c(=O)[nH]1 | -6% | 0.6% | 4% | 6% | -6%
COC(=O)C1=C(C)N(Cc2ccccc2)C(=NCc2cc(OC)c(OC)c(OC)c2)N[C@H]1c1ccccc1 | 38% | i | 9% | -22% | -2%
COc1ccccc1CNC(=O)c1ccc(CS(=O)(=O)c2ccccc2C)o1 | 6% | 2.0% | 2% | 7% | -12%
CCOC(=O)CSc1nc2ccccc2c(=O)n1CCN1CCOCC1 | ? | 4.3% | -5% | -4% | 0%
CN(C)S(=O)(=O)c1ccc(C(=O)OCC(=O)Nc2ccc3c(c2)OCO3)cc1 | -5% | 0.7% | -7% | . | 5%
CC(C)N(CCn1cnc2c([nH]c3ccccc32)c1=O)C(C)C | 3% | 1.2% | 5% | 4% | -5%
Cc1cccc(C)c1Nc1nnc(SCC(=O)NC(=O)c2cccn2C)s1 | 25% | 0.1% | -7% | -10% | -1%
O=C(O)CONC(=O)c1cc(OCC(F)(F)F)ccc1OCC(F)(F)F | -3% | 1.1% | 3% | -2% | -3%
O=C(CSc1nc2c(cnn2-c2ccc(F)cc2)c(=O)[nH]1)N1CCCc2ccccc21 | 9% | 4.0% | -5% | -5% | 0%
CC[C@@H](C)[C@H](NC(=O)Cc1c(C)c2c(cc(C)c3c(C)coc32)oc1=O)C(=O)O | -4% | 1.2% | -3% | 7% | -4%
CCNC(=O)OCC12CC3CC(CC(C3)C1)C2 | . | 1.5% | 22% | -5% | -3%

Some of these compounds in order of SMILES length, ascending.
SMILES | M. tuberculosis | VEEV TC-83 Vero | influenza NS1A | Salmonella PhoP GFP | M. tuberculosis HTS | others
CCSc1nc(C)c(CCOc2cccc(C)c2)c(=O)[nH]1 | -6% | 0.6% | 4% | 6% | -6%
CCOC(=O)CSc1nc2ccccc2c(=O)n1CCN1CCOCC1 | ? | 4.3% | -5% | -4% | 0%
CC(C)N(CCn1cnc2c([nH]c3ccccc32)c1=O)C(C)C | 3% | 1.2% | 5% | 4% | -5%
O=C(O)CONC(=O)c1cc(OCC(F)(F)F)ccc1OCC(F)(F)F | -3% | 1.1% | 3% | -2% | -3%
COc1ccccc1CNC(=O)c1ccc(CS(=O)(=O)c2ccccc2C)o1 | 6% | 2.0% | 2% | 7% | -12%
CN(C)S(=O)(=O)c1ccc(C(=O)OCC(=O)Nc2ccc3c(c2)OCO3)cc1 | -5% | 0.7% | -7% | . | 5%
CC[C@@H](C)[C@H](NC(=O)Cc1c(C)c2c(cc(C)c3c(C)coc32)oc1=O)C(=O)O | -4% | 1.2% | -3% | 7% | -4%

Next records:
SMILES | M. tuberculosis | VEEV TC-83 Vero | influenza NS1A | Salmonella PhoP GFP | M. tuberculosis HTS | others
Fc1ccccc1/C=N/Nc1nc(N2CCCCC2)nc(N2CCCCC2)n1 | 1% | 0.6% | -6% | 3% | 7%
CC(C)c1ccc(NC(=O)CCNC(=O)N2CC(=O)Nc3ccccc32)cc1 | 23% | 1.1% | 2% | -7% | -6%
Cc1ccc2nc3n(c(=O)c2c1)-c1ccc(Cl)cc1C(=O)NC3CC(C)C (stereo unspecified) | 4% | . | . | . | 3%
CCCCN(C(=O)CN1C(=O)C2CCCCC2C1=O)c1c(N)n(CCCC)c(=O)[nH]c1=O (stereo unspecified) | -9% | 0.2% | -3% | -8% | -9%
CN(C(=O)COC(=O)COc1ccc2c(c1)CCC2)c1c(N)n(Cc2ccccc2)c(=O)[nH]c1=O | 44% | 1.7% | -9% | -4% | 59%
COc1cccc(C2CCN(CC(=O)Nc3cc(Cl)ccc3OC)CC2O)c1 (stereo unspecified) | 25% | 0.4% | 21% | -11% | 5%
C=CC[C@H](CC(=O)N[C@H](CO)Cc1ccccc1)C(=O)N[C@H](COC(=O)[C@@H](CC=C)Cc1ccc(F)cc1)Cc1c[nH]c2ccccc12 | . | 0.8% | -4% | . | .
CCc1ccc(NC(=O)NCC2CCN(c3ccc(OC)cc3)C2)cc1 (stereo unspecified) | 13% | 2.9% | 16% | 11% | -1%
Cc1cc(C)cc(C(=O)N2CCN=C2SCc2ccc([N+](=O)[O-])cc2)c1 | -3% | 0.2% | 3% | -3% | 11%
CCOc1ccc(/C=N/NC(=O)c2ccoc2C)cc1OC | -6% | 2.4% | -7% | 11% | 2%
CC(Sc1ccccc1)C(=O)N1CCN(S(=O)(=O)c2ccccc2F)CC1 (stereo unspecified) | -4% | 1.2% | 4% | -16% | -3%
CCCc1nc2oc3c(NCc4ccccn4)ncnc3c2c2c1COC(C)(C)C2 | 15% | 6.7% | 2% | -4% | -3%
Cc1c(C(=O)N(C)C)sc(NC(=O)c2cc([N+](=O)[O-])cc([N+](=O)[O-])c2)c1C#N | -8% | 0.5% | 7% | 2% | 3%
CC(=O)Nc1ccccc1-c1ccc(C)o1 | -4% | 0.4% | -1% | -3% | 2%
COc1ccc(-c2nnc(SCC(=O)c3ccc4c(c3)OCCO4)o2)cc1 | 0% | . | . | -23% | -3%
Cc1ccccc1-c1nnn(CC(=O)NC(=O)NC2CCCC2)n1 | 33% | 0.9% | -10% | . | -2%
Cc1ccc(/C=N/n2c(C)nc3ccccc3c2=O)o1 | 14% | 1.4% | -3% | -29% | 1%
CCOC(=O)NC(=S)Nc1cccc(NC(=S)NC(=O)OCC)c1 | -16% | 1.3% | -8% | 2% | -6%
Cc1nc(N2CCCCC2)sc1C(=O)c1cccc([N+](=O)[O-])c1 | 51% | 0.9% | 2% | 3% | 3%
CCOc1ccccc1NC(=O)C(=O)/C=C(\O)c1cc(OC)ccc1OC | 44% | 6.1% | -4% | -6% | -8%
N#Cc1c(NC(=O)CSc2ncnc3c2cnn3-c2ccccc2Cl)sc2c1CCCC2 | -30% | 5.0% | -2% | 2% | 2%
Cc1cc(OC(=O)c2ccc(S(=O)(=O)N(C)C)cc2)cc(=O)o1 | -11% | 0.2% | -9% | -1% | -8%
Cn1nnnc1SCC(=O)Nc1cc(C(C)(C)C)nn1-c1ccccc1 | 2% | 3.7% | 7% | 2% | -1%
O=C1c2ccccc2C(=O)N1CC1c2ccccc2CCN1C(=O)C1CCCCC1 (stereo unspecified) | 5% | 1.5% | 1% | -8% | -3%
O=C(O)C1=C[C@H](c2ccc(F)cc2)C[C@H](OCc2ccc(CO)cc2)O1 | 7% | i | -1% | 2% | 2%
Cc1ccccc1CN(C)C(C)C(=O)NCc1ccccc1 (stereo unspecified) | -2% | 1.1% | -27% | 1% | -9%
CCOC(=O)N1CCN(C(=O)C2CCN(Cc3ccc(O)c(OCC)c3)CC2)CC1 | -7% | i | -4% | 9% | -3%
COc1ccc(-c2noc(C(=O)NCc3ccc(F)cc3)n2)cc1OC | 18% | 0.8% | 1% | 7% | 7%
Cc1c(C(C)C)c(=O)n(-c2ccc(S(=O)(=O)NC(C)C)cc2)n1C | -5% | 0.5% | -3% | 4% | -8%
COc1ccc(S(=O)(=O)Nc2ccc(NC(C)=O)cc2)cc1Cl | -27% | 0.5% | -4% | 4% | -3%
O=c1c2ccccc2nnn1COc1ccc(F)cc1Cl | 33% | 2.5% | -18% | 1% | -5%
c1ccc(-c2nn3c(Cn4nnc5ccccc54)nnc3s2)cc1 | 38% | 1.0% | 8% | -7% | -6%
CN1CCN(c2nc(-c3ccc(C(C)(C)C)cc3)nc3ccccc23)CC1 | 48% | 1.4% | 4% | 4% | ?
CCOc1ccc(S(=O)(=O)N2CCCCC2)cc1NC(=O)C1CCC1 | -24% | 2.0% | 0% | -3% | -4%
Cc1cc(O)c(C(C[N+](=O)[O-])c2ccc(Cl)cc2)c(=O)o1 (stereo unspecified) | ? | 0.2% | 2% | 3% | 1% | VEEV TC-83 Vero 10K pilot screen=0.3
CCCN(CCC)CCCNC(=O)CCNS(=O)(=O)c1ccc(Br)cc1 | 1% | i | 42% | -3% | -2%
Cc1ccc[n+](C(C)C(=O)Nc2ccc([N+](=O)[O-])cc2C)c1 (stereo unspecified) | -5% | 1.2% | 4% | 5% | -6%
C=CCN(c1ccccc1Cl)S(=O)(=O)c1cccc(C(=O)OCC(=O)N(C)C2CCS(=O)(=O)C2)c1 (stereo unspecified) | 9% | 0.7% | -6% | 1% | 0%
Cc1ccc(NC(=O)COC(=O)c2ccc(OC(F)F)cc2)cc1S(=O)(=O)N1CCCCC1 | . | 2.1% | -1% | . | .
O=C(COC(=O)Cc1ccsc1)NC(c1ccccc1)c1ccccc1 | 0% | i | -2% | 2% | -1%
COc1cc(/C=C/C(=O)OCC(=O)N(C)Cc2ccccc2)cc(OC)c1OC | 5% | 2.2% | 2% | . | -3%
CC1CCC/C(=N\NS(=O)(=O)c2ccccc2)C1 (stereo unspecified) | 8% | i | 18% | 17% | 11%
Cc1ccc(NC(=O)c2cncc(Br)c2)cc1S(=O)(=O)N(C)C | 2% | 1.6% | -1% | -3% | -12%
COc1ccc(N(CC(=O)N2CCN(Cc3ccccc3)CC2)S(C)(=O)=O)cc1Cl | 9% | 0.4% | 1% | -3% | 4%

Bioassay records from PubChem.
